# Screening data (PubChem BioAssay)
# KLF5 inhibitor = KLF5 expression inhibitors, primary screen, DLD-1 cells, luminescence | AID 1700, 2009 | inhibition, % at 5 µM | DLD-1 KLF5 promoter-luciferase reporter | actives 0.23% (n = 290,000);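 active = inhibition above a per-plate limit of that plate's mean compound inhibition plus 3 SD, cut at about 60% in these data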;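 also: 0% = DMSO wells and 100% = LY294002 at 200 µM; higher means less KLF5 promoter-driven luciferase light; inactives centre near -14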
# AI-2 QS modul = Vibrio harveyi AI-2 quorum sensing modulators, primary screen, JMH597 strain, luminescence/OD600 ratio | actives 0.4% (n = 300,000) | Vibrio harveyi JMH597 AI-2 luminescence/OD600 ratio, 9 h; active compounds read low; strain lacks LuxN and CqsS sensors; 0 = neutral-control median | activity change, % at 7.5 µM | AID 2094, 2009; in the data active = activity change below about -75%, passing the limit was not always enough; inconclusive = no clear call, values can overlap the other calls;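 also: luminescence divided by OD600 gain over 9 h not by final OD600 alone; inactives centre near 13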
# HSP90 refold inh = HSP90 inhibitors, primary screen, cell lysate, luminescence. Rabbit reticulocyte lysate, luciferase refolding luminescence, 3 h. inhibition, % at 5.6 µM. actives 0.91% (n = 290,000). AID 1789, 2009;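 active = inhibition above the screen-wide mean plus 3 SD, computed separately per campaign, cut at about 16% in these data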;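 also: 0% = DMSO wells and 100% = 60 µM geldanamycin wells; inhibitors lower the luminescence because luciferase stays unfolded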
# GSK3 alpha inh = blockers of GSK3A enzyme activity – biochemical, luminescence, cell-free homogeneous, HTS, primary screen; GSK-3 alpha kinase, ADP-Glo luminescence, 60 min; inhibition, % at 10 µM; actives 0.1% (n = 320,000);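 in the data active = inhibition above about 50%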;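 also: GST-tagged GSK-3 alpha with peptide substrate and 25 µM ATP; 0% = DMSO neutral wells and 100% = GW8510 positive control wells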
# Target sequence (P49840 whole entry, looked up): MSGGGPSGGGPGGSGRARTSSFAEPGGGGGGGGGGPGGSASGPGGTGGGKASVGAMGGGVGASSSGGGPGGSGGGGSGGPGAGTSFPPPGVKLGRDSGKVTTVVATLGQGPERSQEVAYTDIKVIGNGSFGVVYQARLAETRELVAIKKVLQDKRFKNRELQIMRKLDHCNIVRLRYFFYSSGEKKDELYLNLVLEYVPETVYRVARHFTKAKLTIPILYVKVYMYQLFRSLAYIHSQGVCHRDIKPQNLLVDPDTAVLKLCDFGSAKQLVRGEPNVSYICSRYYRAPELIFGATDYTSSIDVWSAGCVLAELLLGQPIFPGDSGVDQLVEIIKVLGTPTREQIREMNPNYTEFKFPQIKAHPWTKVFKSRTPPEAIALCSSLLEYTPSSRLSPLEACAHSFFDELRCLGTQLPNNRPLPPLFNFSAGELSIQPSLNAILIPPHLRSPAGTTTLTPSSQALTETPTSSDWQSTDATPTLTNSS
# GSK3beta inhib = human GSK3beta kinase inhibitors, primary screen, biochemical, cell-free homogeneous, HTS; activity score (negative = inhibition), % at 10 µM; GST-GSK3beta kinase, ADP-Glo luminescence, 60 min; active compounds read low; Glycogen synthase kinase-3 beta (Homo sapiens), P49841; actives 0.038% (n = 300,000);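 active = more than half of replicate wells score below -50%, meaning over 50% inhibition versus plate controls; inconclusive = some replicates but at most half score below -50%; inactive = no replicate scores below -50%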;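 also: 0% = median DMSO wells and -100% = median GW8510 positive control wells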
# Target sequence (P49841 whole entry, looked up): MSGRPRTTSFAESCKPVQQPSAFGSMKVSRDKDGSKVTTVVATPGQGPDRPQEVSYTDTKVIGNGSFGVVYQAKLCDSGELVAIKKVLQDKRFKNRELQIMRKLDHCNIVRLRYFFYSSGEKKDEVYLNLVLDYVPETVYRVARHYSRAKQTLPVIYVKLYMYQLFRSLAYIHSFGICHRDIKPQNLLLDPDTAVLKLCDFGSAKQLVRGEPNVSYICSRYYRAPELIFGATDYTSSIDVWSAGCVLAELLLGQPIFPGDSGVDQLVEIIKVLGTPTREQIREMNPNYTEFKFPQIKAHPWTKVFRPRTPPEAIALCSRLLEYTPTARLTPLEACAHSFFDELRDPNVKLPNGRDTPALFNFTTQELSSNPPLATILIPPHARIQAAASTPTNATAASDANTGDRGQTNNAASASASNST
#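 Test system – GST-tagged human GSK3beta kinase, cell-free · Incubation – 60 min enzyme reaction, room temperature · Signal – ADP-Glo luminescence · Also added – peptide substrate and ATP at 25 µM · Controls – DMSO neutral wells and GW8510 at 20 µM as positive · Buffer or medium – Tris/MgCl2 kinase buffer · Measure – Luminescence-derived activity versus plate DMSO and GW8510 wells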
# PolyA inhibitor = polyadenylation inhibitors in yeast reporter cells, primary screen, luminescence, S. cerevisiae; S. cerevisiae SKY197-pL101 polyadenylation reporter, beta-gal luminescence; efflux-impaired pdr1/pdr3 knockout yeast; score 100 = 6 SD above DMSO; calls only at 12 µM; actives 0.02% (n = 300,000); AID 1875, 2009;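 active = lowest replicate activity score at least 50, where 100 means six control SD above control mean; inconclusive = lowest score under 50 but half or more replicates reach 50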;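 also: yeast exposed to compound for 9 h at 30 °C; higher score means more reporter readthrough which indicates perturbed polyadenylation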
# IEC-6 tox = cytotoxicity in IEC-6 intestinal epithelial cells, primary screen, cytotoxicity control for KLF5 inhibitor project, cell-based, luminescence. actives 0.78% (n = 290,000). IEC-6 cytotoxicity, luminescence viability. inhibition, % at 5 µM. AID 1825, 2009; in the data active = inhibition above about 22%;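 also: 0% = plate median of test compound wells and 100% = cytotoxic reference compound wells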
# HSF1 inhib = HSF1 inhibitors in luciferase reporter cells, primary screen, cell-based, NIH3T3, luminescence; NIH3T3-HGL HSE-luciferase, MG132-induced, luminescence 8 h; active compounds read low; activity change, negative = inhibition, % at 7.5 µM (by protocol); actives 0.77% (n = 300,000);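 active = more than half of replicate wells show activity change below -50%, luminescence cut by over half; inconclusive = some wells, but at most half, below -50%; inactive = no replicate well below -50%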;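 also: luciferase reports HSF-1 transcriptional activity via heat shock element; 0% = median of DMSO wells and -100% = zero luminescence signal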
# aSyn 5UTR inh = MLPCN primary screen, SNCA 5' untranslated region; alpha-synuclein 5'UTR reporter, inhibitor activity; inhibition, % (tested at 7.5 µM); actives 0.82% (n = 300,000); AID 1813, 2009; in the data active = inhibition above about 60%; inconclusive = no clear call, values can overlap the other calls;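 also: H4 neuroglioblastoma cells stably carrying SNCA 5'UTR luciferase fusion; 0% = DMSO wells and 100% = positive control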
# HSF-1 act = HSF-1 activators, primary screen, NIH3T3-HGL cells, MG132 stress, luminescence, single point; NIH3T3-HGL HSF-1 luciferase reporter, 8 h; 100% = twice DMSO control signal; activation, % at 9 µM; actives 1.7% (n = 300,000);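 active = mean replicate activation of at least 50% with a set share of replicates each reaching 50%; inconclusive = only one of those two conditions met; inactive = mean below 50% and too few replicates reaching it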;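 also: 0% = median of the neutral control wells and 100% = twice that signal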
# * marks the source's active call; other numbers are inactive results; i = inactive; ? = inconclusive; . = not tested or not shown.
no.	molecule	KLF5 inhibitor	AI-2 QS modul	HSP90 refold inh	GSK3 alpha inh	GSK3beta inhib	PolyA inhibitor	IEC-6 tox	HSF1 inhib	aSyn 5UTR inh	HSF-1 act
1	CCCNS(=O)(=O)c1ccc(CCC(=O)N2CCN(c3ccc(F)cc3)CC2)cc1	-23	6	-1	-2	1	i	-1	9	9	20
2	CCOCCCNC(=O)NC(=O)CN1CCN(S(=O)(=O)c2ccc3c(c2)OCCO3)CC1	-24	13	-1	-1	3	i	-8	-2	-9	8
3	COC(=O)Cc1ccc(NC(=S)NCCCN2CCOCC2)cc1	-19	21	1	-2	-3	i	-1	-4	3	9
4	Cc1cccc(CN2CCN(C(c3ccccc3)c3ccc(Cl)cc3)CC2)c1 (stereo unspecified)	-29	20	1	-1	8	i	0	-2	13	-9
5	CCn1c(SCc2cccc(C(=O)O)c2)nnc1-c1ccccc1	-19	15	-4	-1	-4	i	2	1	-2	25
6	CC1(C)CN(c2cccc(Br)c2)C1=O	-16	21	-1	1	-2	i	-4	22	4	?
7	COc1ccc(CN2CCN(C(=O)c3ccc(-c4ccccc4)cc3)CC2)c(OC)c1OC	-4	2	2	5	-2	i	-2	-2	11	0
8	O=C(c1ccc(N2CCN(CCO)CC2)nc1)N1CCOCC1	-15	22	-3	.	-1	i	-4	3	-24	0
9	Cc1ccc(C)c(N(C)S(=O)(=O)c2ccc3c(c2)oc(=O)n3C)c1	-9	21	-6	-1	-1	i	4	-5	14	-6
10	Cc1csc(NC(=O)CCCSc2nc3ccccc3s2)n1	-23	14	1	-3	-4	i	-3	-11	8	-11
11	O=C(CCn1c(=S)[nH]c2ccccc2c1=O)Nc1ccc(F)cc1	-29	28	-1	-1	-2	i	-4	9	-1	13
12	O=C(NCC(c1ccco1)N1CCCC1)c1ccc(S(=O)(=O)Nc2ccccc2F)cc1 (stereo unspecified)	.	7	.	-2	0	i	.	-4	1	-3
13	CCOC(=O)c1c(C)n(C)c2ccc(OCC(O)CNCCc3ccccc3)cc12 (stereo unspecified)	-10	25	-3	0	-3	i	6	33	12	77*
14	CCOCc1[nH]c(=S)[nH]c(=O)c1Cc1ccc(OC(C)C)cc1	-22	-19	0	-2	1	i	0	-6	4	8
15	COc1ccc(-c2cc(C(=O)N3CCOCC3)c3ccccc3n2)cc1OC	.	16	.	-2	1	i	.	0	7	-8
16	Cc1cc(NC(=O)CCSc2ccccc2)no1	-36	11	-1	0	-15	.	0	.	.	.
17	COc1ccccc1CN1C(=O)c2ccccc2C1C(=O)NC1CCC(C)CC1 (stereo unspecified)	-15	-7	1	0	1	i	3	6	-10	26
18	CCOC(=O)C1CCN(C(=O)Nc2ccc3oc(C)nc3c2)CC1	35	20	0	-1	0	i	5	-7	10	-10
19	CC(=O)Nc1ccc(OC(=O)c2cc3cc(Br)ccc3oc2=O)cc1	-32	43	1	-2	1	i	-2	-8	5	-3
20	Cc1nn(C)c(C(=O)N/N=C/c2ccccn2)c1[N+](=O)[O-]	-15	21	-1	2	-4	i	3	-10	3	-25
21	CCC(=O)c1ccc(OCC(O)Cn2nc(C)cc2C)cc1 (stereo unspecified)	-47	17	0	-3	3	i	0	2	-20	7
22	O=C(CCSc1nnc(-c2ccco2)o1)Nc1ccccc1	2	35	-1	-1	5	i	-5	4	-8	6
23	CCOc1ccc(/C=C/C(=O)c2cc(Br)ccc(=O)c2O)cc1	-12	.	4	-1	.	.	-5	.	.	.
24	CC(=O)CCN1C(=O)NC2(CCCc3ccccc32)C1=O (stereo unspecified)	-23	7	-1	-2	-1	i	-1	3	3	1
25	O=C(O)CCn1c(SCCOc2ccccc2F)nc2ccccc21	-45	5	-2	1	2	i	-1	1	-4	-6
26	CCN(CC(=O)Nc1ccc(C(C)=O)cc1)CC(=O)Nc1ccccc1C(F)(F)F	-30	13	1	-1	1	i	6	-4	20	-6
27	O=C(CSCc1ccccc1Br)NC1CC1	-23	5	1	-2	2	i	-6	8	0	6
28	Cc1ccc(-n2ncc3c2CCCC3NC(=O)CCCN2CCCCC2=O)cc1C (stereo unspecified)	-27	22	-4	0	0	i	-1	-1	-9	-6
29	O=C(CN1CCCC1)Nc1ccc(OC(F)(F)F)cc1	1	5	-2	2	11	.	-3	0	-26	2
30	CCOc1ccc(NC(=O)CCN2CCN(S(=O)(=O)c3ccc(F)cc3)CC2)cc1	-19	5	3	0	0	i	4	-7	6	-4
31	Cc1cc(C)c(S(=O)(=O)Nc2ccc3c4c(cccc24)CC3)c(C)c1	70*	-3	4	-3	0	i	89*	-16	106*	-33
32	C#CCn1c(=O)c2c(ncn2C)n(C)c1=O	.	0	.	-1	0	i	.	-2	1	-3
33	Cc1ccc(N(CC(=O)NC(C)(C)C)C(=O)CNC(=O)c2cccs2)cc1	-11	16	-2	15	2	i	-2	2	-6	2
34	Cc1cccc(N2CCN(C(=O)c3ccnn3C)CC2)c1C	-14	19	-1	2	0	i	1	-1	6	-4
35	Cc1ccc(-c2nc3c(Cl)cc(Cl)cc3c(=O)n2O)cc1	-4	12	-1	-1	4	i	1	2	-10	8
36	O=C(c1ccc(F)cc1)N1CCN(c2ccc([N+](=O)[O-])cc2-n2cccc2)CC1	-8	9	-3	0	0	i	6	9	16	27
37	CCOC(=O)C1CCCN(Cc2ccccc2C)C1 (stereo unspecified)	-42	14	4	-2	5	i	-9	-3	24	0
38	CC(C)OCC(O)Cn1c(N2CCCC2)nc2c1c(=O)[nH]c(=O)n2C (stereo unspecified)	-8	14	2	-1	2	i	5	.	33	.
39	Cc1ccc(-n2nc(C)c3c2OC(N)=C(C#N)C3c2ccncc2)cc1 (stereo unspecified)	-18	34	5	0	1	i	-3	17	-25	62*
40	COc1ccc(/C=C2\SC(=S)N(CCCC(=O)Nc3cc(C)on3)C2=O)cc1OC	-15	16	-2	-2	-2	i	-6	3	0	29
41	Cc1csc(NC(=O)c2ccc(C)c([N+](=O)[O-])c2)n1	-69	20	12	-4	0	i	8	7	-40	25
42	CC(C)Nc1nc2cccnc2s1	-9	15	0	-5	-1	i	-2	0	-20	-13
43	COc1ccc(OC2C(=O)N(CCc3ccc(OC)c(OC)c3)C2c2ccc3c(c2)OCO3)cc1 (stereo unspecified)	6	0	4	-1	-11	i	7	-2	14	-12
44	OCCN(Cc1ccccc1)CC1CC2C=CC1C2 (stereo unspecified)	1	20	-4	2	5	i	-2	-10	-15	-27
45	O=C(Cn1cnc([N+](=O)[O-])c1)NC1CCCC1	-43	-4	-3	-2	4	i	-4	8	1	19
46	CCN(CC)CC#CCC(O)(c1ccccc1)c1ccc(Br)cc1 (stereo unspecified)	-20	2	0	0	1	i	0	0	-4	-6
47	Cc1ccc(-c2onc(C)c2C)cc1S(=O)(=O)N1CC(C)Oc2ccccc21 (stereo unspecified)	0	17	3	-4	3	i	-3	14	1	11
48	Cc1nnc(NC(=O)CCC(=O)NCc2cccs2)s1	-5	22	1	-1	3	i	-4	-2	-8	41
49	Cc1csc(-c2cccnc2)n1	8	-3	0	-14	0	i	4	-1	-12	22
50	CCOc1cc(/C=N/NC(=O)c2ccncc2)ccc1OC(=O)c1ccccc1	-8	6	-1	1	4	i	2	8	3	11
51	CSc1nc(-c2ccc(C)cc2)nc(N)c1C#N	7	6	3	2	-2	i	8	0	27	25
52	CN(CCCn1c(=S)[nH]c2ncccc2c1=O)Cc1ccccc1	-14	-4	-1	.	7	i	-4	-9	5	17
53	COc1ccccc1C(=O)NCc1ccncc1	-12	27	1	0	-2	i	0	-4	-17	8
54	C#CC(CCN1CCCCC1)(OC)c1ccccc1 (stereo unspecified)	-37	9	-5	-2	-4	i	-2	-36	-3	-51
55	O=C(CN1CCOCC1)Nc1c2c(nc3c1CCC3)CCC2	-8	7	-2	0	3	i	-3	-6	-12	0

# 3 compounds from above, ordered by heavy-atom count, descending.
no.	molecule	KLF5 inhibitor	AI-2 QS modul	HSP90 refold inh	GSK3 alpha inh	GSK3beta inhib	PolyA inhibitor	IEC-6 tox	HSF1 inhib	aSyn 5UTR inh	HSF-1 act
43	COc1ccc(OC2C(=O)N(CCc3ccc(OC)c(OC)c3)C2c2ccc3c(c2)OCO3)cc1 (stereo unspecified)	6	0	4	-1	-11	i	7	-2	14	-12
52	CN(CCCn1c(=S)[nH]c2ncccc2c1=O)Cc1ccccc1	-14	-4	-1	.	7	i	-4	-9	5	17
45	O=C(Cn1cnc([N+](=O)[O-])c1)NC1CCCC1	-43	-4	-3	-2	4	i	-4	8	1	19

# From compound 41 as far as 49, as listed above:
no.	molecule	KLF5 inhibitor	AI-2 QS modul	HSP90 refold inh	GSK3 alpha inh	GSK3beta inhib	PolyA inhibitor	IEC-6 tox	HSF1 inhib	aSyn 5UTR inh	HSF-1 act
41	Cc1csc(NC(=O)c2ccc(C)c([N+](=O)[O-])c2)n1	-69	20	12	-4	0	i	8	7	-40	25
42	CC(C)Nc1nc2cccnc2s1	-9	15	0	-5	-1	i	-2	0	-20	-13
43	COc1ccc(OC2C(=O)N(CCc3ccc(OC)c(OC)c3)C2c2ccc3c(c2)OCO3)cc1 (stereo unspecified)	6	0	4	-1	-11	i	7	-2	14	-12
44	OCCN(Cc1ccccc1)CC1CC2C=CC1C2 (stereo unspecified)	1	20	-4	2	5	i	-2	-10	-15	-27
45	O=C(Cn1cnc([N+](=O)[O-])c1)NC1CCCC1	-43	-4	-3	-2	4	i	-4	8	1	19
46	CCN(CC)CC#CCC(O)(c1ccccc1)c1ccc(Br)cc1 (stereo unspecified)	-20	2	0	0	1	i	0	0	-4	-6
47	Cc1ccc(-c2onc(C)c2C)cc1S(=O)(=O)N1CC(C)Oc2ccccc21 (stereo unspecified)	0	17	3	-4	3	i	-3	14	1	11
48	Cc1nnc(NC(=O)CCC(=O)NCc2cccs2)s1	-5	22	1	-1	3	i	-4	-2	-8	41
49	Cc1csc(-c2cccnc2)n1	8	-3	0	-14	0	i	4	-1	-12	22

# This is a subset; rates above refer to the full screens.
